14-3-3 Bad inh: disrupts binding of bovine 14-3-3 zeta to phospho-Bad peptide; P63103; AID 781; 0.71% of 220,000 active; TR-FRET 14-3-3zeta/Dy647-pBad peptide displacement, 1 h; inhibition, % at 21.7 µM;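 active = inhibition above about 70%, limit read from the data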;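 also: 0% = full 14-3-3 plus peptide FRET controls and 100% = background without 14-3-3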
Target sequence (P63103 whole entry, looked up): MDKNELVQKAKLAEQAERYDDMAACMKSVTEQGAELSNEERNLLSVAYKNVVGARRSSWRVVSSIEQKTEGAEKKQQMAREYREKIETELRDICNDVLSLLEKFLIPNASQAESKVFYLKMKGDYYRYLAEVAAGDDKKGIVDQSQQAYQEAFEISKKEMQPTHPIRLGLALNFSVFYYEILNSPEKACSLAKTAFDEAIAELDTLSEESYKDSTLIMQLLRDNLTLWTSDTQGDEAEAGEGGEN
KLK5 inh: blocks human kallikrein 5 protease activity. Q9Y337. inhibition, % at 5 µM. 0.59% of 210,000 active. recombinant hK5, fluorogenic AMC substrate cleavage. AID 873;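 active = inhibition of 40% or more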;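 also: 0% = enzyme controls without compound and 100% = no-enzyme blanks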
Target sequence (Q9Y337 67-293 limits assumed): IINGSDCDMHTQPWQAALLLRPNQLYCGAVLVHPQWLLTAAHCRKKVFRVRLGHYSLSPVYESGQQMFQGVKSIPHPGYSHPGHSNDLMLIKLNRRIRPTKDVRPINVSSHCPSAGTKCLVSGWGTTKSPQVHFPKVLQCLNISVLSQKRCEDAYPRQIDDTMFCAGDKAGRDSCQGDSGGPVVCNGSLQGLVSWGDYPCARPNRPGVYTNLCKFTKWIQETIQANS
Runt-CBFb FRET: Runt domain-CBFb interaction inhibition; Cerulean-Runt/Venus-CBFb FRET ratio 530/480, 1 h; inhibition, % at 20 µM; 0.46% of 220,000 active;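 active = inhibition over about 50% at 20 µM in the single-dose screen, limit read from the data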;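 also: 0% = DMSO wells and 100% = excess unlabeled CBFb competitor control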
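Measured by: fluorescence energy transfer, 422 nm excitation, 530/480 nm emission; Assay system: Cerulean-Runt domain; Medium: Tris pH 7.5 buffer with BSA; Measure: loss of energy transfer signal; Controls: 5 µM unlabeled CBFb as full-inhibition high control; Incubation: protein complex preformed 1 h, compound exposure 1 h, room temperature, dark.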
Hck-Nef inh: blocks Nef-activated human Hck kinase | AID 463187 | P08631 | Recombinant Hck-YEEI plus Nef, Z-Lyte FRET kinase assay | 0.68% of 220,000 active | inhibition, % at 20 µM;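 active = Hck-Nef kinase inhibition above about 50%, limit read from the data; inactive = inhibition below that limit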;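 also: 0% = DMSO with Hck plus Nef and 100% = Hck alone without Nef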
Target sequence (P08631 whole entry, looked up): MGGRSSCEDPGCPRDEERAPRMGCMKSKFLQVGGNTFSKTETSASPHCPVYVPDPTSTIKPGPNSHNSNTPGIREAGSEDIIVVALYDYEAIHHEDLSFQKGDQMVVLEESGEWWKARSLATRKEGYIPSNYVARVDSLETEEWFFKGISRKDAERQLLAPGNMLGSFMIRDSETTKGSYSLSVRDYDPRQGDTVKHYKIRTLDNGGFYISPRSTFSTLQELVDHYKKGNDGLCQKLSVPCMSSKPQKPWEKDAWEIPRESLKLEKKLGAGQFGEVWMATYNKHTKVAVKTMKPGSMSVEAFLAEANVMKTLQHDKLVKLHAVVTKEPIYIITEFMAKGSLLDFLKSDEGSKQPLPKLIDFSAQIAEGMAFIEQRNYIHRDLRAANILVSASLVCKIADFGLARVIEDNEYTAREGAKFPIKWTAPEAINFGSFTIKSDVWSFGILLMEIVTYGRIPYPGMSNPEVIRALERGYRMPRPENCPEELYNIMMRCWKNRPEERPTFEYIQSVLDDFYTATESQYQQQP
Wee1 stabilizer: blocks degradation of human Wee1 kinase | reporter increase, % at 5 µM | HeLa Luc-Wee1K328M stability, luciferase luminescence; 100% = proteasome inhibitor MG132 effect | 1.2% of 220,000 active;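 active = activation above the mean of all tested compounds plus 3 SD, set per screening run, cut at about 8.8% in these data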;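 also: cells exposed to compound for 20 h before luminescence read; 0% = DMSO alone and 100% = MG132 at 30 µM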
Runt-SMMHC FRET: blocks binding of human RUNX1 Runt domain to CBFb-SMMHC. Cerulean-Runt/Venus-CBFb-SMMHC FRET ratio 530/480, 1 h. inhibition, % at 20 µM. 0.74% of 220,000 active;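 active = mean inhibition across duplicate retests at 20 µM reaching about 50%, limit read from the data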;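 also: 0% = DMSO wells and 100% = wells with excess untagged CBFb-SMMHC; inhibitors lower the FRET ratio by blocking Runt binding to CBFb-SMMHC; some results filed as inactive read as strong as hits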
thrombin 1536: thrombin (human) inhibition | inhibition, % at 5 µM | alpha-thrombin, Boc-VPR-AMC fluorogenic substrate cleavage | 0.26% of 220,000 active;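 active = inhibition at or above 40%; inactive = inhibition below 40%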;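 also: 0% = enzyme with no compound and 100% = wells without enzyme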
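System – human alpha-thrombin · Medium – pH 7.5 Tris (50 mM) with NaCl 150 mM, Tween 20 0.05% · Compound – single-point dosing at 5 µM, 0.2% DMSO · Incubation – enzyme reaction carried out at room temperature · Technique – fluorescence of released AMC, ex 355 nm, em 460 nm · Read-out basis – % inhibition of thrombin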
FXIa inh 1536: inhibitors of human coagulation factor XIa; P03951; purified FXIa, Boc-Glu-Ala-Arg-AMC fluorogenic substrate; inhibition, % at 5 µM; 0.14% of 220,000 active; AID 798;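 active = inhibition of at least 40%; inactive = inhibition below 40%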;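 also: fluorescence of freed AMC excited at 355 nm; 0% = enzyme without compound and 100% = no enzyme blank; many of its hits are not listed in these tables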
FXIIa inh 1536: blocks human coagulation factor XIIa protease activity; P00748; purified FXIIa, Boc-QGR-AMC fluorogenic substrate, 2 h; inhibition, % at 5 µM; 0.3% of 220,000 active; in the data active = inhibition above about 40%;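 also: 0% = enzyme with no compound and 100% = blank without enzyme; many of its hits are not listed in these tables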
* = called active by the depositor; / = no result given; [ ] = another dose, or the depositor's remark.

SMILES | 14-3-3 Bad inh | KLK5 inh | Runt-CBFb FRET | Hck-Nef inh | Wee1 stabilizer | Runt-SMMHC FRET | thrombin 1536 | FXIa inh 1536 | FXIIa inh 1536
COc1ccc(C(=O)Nc2ccc(Cl)cc2C(=O)N2CCCC(C)C2)cc1OC (centres undefined) | 0 | 20 | 2 | 2 | -3 | -5 | 1 | 3 | 8
Cc1nn(CC(=O)O)c2ccccc12 | 1 | 15 | 2 | 2 | -4 | 0 | -6 | -3 | 12
CCOCC(=O)Nc1nc(C)cc(C)n1 | 7 | -7 | -2 | 4 | 11* | -5 | 3 | 8 | 16
O=[N+]([O-])c1ccc(C2=NCCO2)cc1 | -3 | 0 | 2 | 15 | 1 | -1 | -5 | 2 | 8
Cc1cccc(C(=O)NC(=S)N2CCN(C)CC2)c1 | 40 | -13 | -2 | -3 | -2 | 1 | 4 | 4 | 16
O=C(NC1CCCCC1)Oc1ccccc1 | -2 | 7 | 1 | 1 | 9 | -1 | -1 | 8 | 3
CCN(CC(=O)Nc1sc2c(c1C#N)CCC(C)C2)Cc1nc2ccccc2c(=O)[nH]1 (centres undefined) | -26 | -2 | -8 | 25 | -3 | -5 | 1 | 2 | 11
Cc1cc(Cl)ccc1NC(=S)NCCCO | 16 | -13 | 0 | -1 | -1 | 3 | -3 | 25 | 23
COCCCNC(=O)CN1CCN(Cc2ccccc2Cl)C1=O | 4[fluorescence artefact?] | -3 | 3 | 0 | 7 | -9 | 0 | 5 | 13
COCCN(CCOC)S(=O)(=O)c1ccc(C(=O)Nc2nnc(C3CC3)o2)cc1 | 28 | 8 | 0 | 0 | 9.4* | 5 | 4 | -6 | 16
COc1cc(C(c2c(C)[nH][nH]c2=O)c2c(C)[nH][nH]c2=O)ccc1OS(=O)(=O)c1ccccc1 | -5 | -5 | 4 | 1 | -1 | 0 | -7 | -4 | 14
Cc1ccn2c(c1)nc(=S)n2C(=O)c1ccccc1 | -2[fluorescence artefact?] | -4 | 12 | 2 | 14* | 3 | 1 | 7 | 11
OCCCNCc1ccc(Cl)cc1Cl | -2 | -4 | -1 | -28 | 0 | 4 | -4 | -3 | /
Cc1ccc(-c2cc(C(=O)OCn3nnc4ccccc4c3=O)c3ccccc3n2)cc1 | -7 | -8 | 3 | 5 | -2 | 8 | -3 | 3 | 12
O=C(CN1CCN(c2ccc(O)cc2)CC1)NC(c1ccccc1)c1ccccc1 | 1 | -12 | 22 | 6 | -1 | / | -4 | 3 | 14
CCOC(=O)c1c(NC(NC(C)=O)C(Cl)(Cl)Cl)sc(C(C)=O)c1C (centres undefined) | 4 | -5 | -3 | 0 | -2 | -12 | -1 | 19 | 28
Cc1ccnc(NC(=S)NC(=O)/C=C/c2ccccc2)c1 | 6 | -9 | 2 | 2 | 1 | 1 | -6 | -11 | 6
Cc1ccccc1/C=N\NC(=O)c1ccccc1-n1cccc1 | -8 | 2 | -1 | 19 | 0 | -2 | -6 | 0 | 7
COc1cccc(/C=C/C(=O)OCC(=O)c2cc(C)n(CC3CCCO3)c2C)c1OC (centres undefined) | 6 | -5 | 0 | 2 | 2 | 0 | -9 | 2 | 7
COc1ccc(N2CCN(CC(=O)Nc3sccc3C#N)CC2)cc1 | 2 | -2 | 3 | 2 | 2 | -3 | -5 | 4 | 8

An excerpt of the results above, for reference:
SMILES | 14-3-3 Bad inh | KLK5 inh | Runt-CBFb FRET | Hck-Nef inh | Wee1 stabilizer | Runt-SMMHC FRET | thrombin 1536 | FXIa inh 1536 | FXIIa inh 1536
COc1cccc(/C=C/C(=O)OCC(=O)c2cc(C)n(CC3CCCO3)c2C)c1OC (centres undefined) | 6 | -5 | 0 | 2 | 2 | 0 | -9 | 2 | 7
COc1ccc(N2CCN(CC(=O)Nc3sccc3C#N)CC2)cc1 | 2 | -2 | 3 | 2 | 2 | -3 | -5 | 4 | 8

Following part:
SMILES | 14-3-3 Bad inh | KLK5 inh | Runt-CBFb FRET | Hck-Nef inh | Wee1 stabilizer | Runt-SMMHC FRET | thrombin 1536 | FXIa inh 1536 | FXIIa inh 1536
c1cc(-c2nnc(-c3ccncc3)o2)ccn1 | 19 | -5 | -1 | 5 | 3 | 0 | -6 | 0 | 18
Cc1c(/C=N/NC(=O)CNc2ccccc2)c2ccccn2c1C(=O)c1ccncc1 | 15 | 3 | -4 | 3 | -1 | -6 | 3 | 2 | 8
CC(CCc1ccccc1)NC(=O)C1CCCN(c2nnc(-n3cccc3)s2)C1 (centres undefined) | 7[fluorescence artefact?] | 0 | / | 10 | 0 | -5 | -3 | 4 | 16
COc1ccc(C=NCCC2(O)CC(C)N(C)CC2C)cc1 (centres undefined) | -4 | 13 | 0 | 9 | -1 | -4 | -6 | 1 | 7
Cc1c(Nc2scc(-c3ccccc3)[n+]2-c2ccccc2)c(=O)n(-c2ccccc2)n1C | 8 | -3 | 2 | 22 | 2 | 2 | -3 | 0 | 1
CCOc1ccc(NC2C=CS(=O)(=O)C2)cc1 (centres undefined) | -6 | -6 | -11 | 17 | 3 | -29 | -2 | 2 | 12
N#Cc1ccccc1NC(=O)CNc1ccc(Cl)c(C(F)(F)F)c1 | 3[fluorescence artefact?] | 5 | -2 | 0 | 4 | 1 | 3 | 5 | 7
COc1cccc(-c2cc(C(=O)NCCN3CCOCC3)no2)c1 | -4 | -6 | 0 | 2 | -3 | -1 | -2 | -4 | 8
COc1ccc(OCCC(=O)Nc2nccs2)cc1 | -1 | 4 | 1 | -4 | 2 | -2 | 4 | -1 | 10
Cc1ccc(NC(=S)Nc2cccc3cnccc23)cc1 | -21 | -3 | 36 | 24 | -3 | 18 | -1 | -2 | 4
Cc1c(C(=O)Nc2ccc(F)cc2)oc2ccc(S(=O)(=O)N3CC(C)CC(C)C3)cc12 (centres undefined) | 1 | 0 | 1 | 1 | -2 | -2 | 0 | 5 | 13
CCc1nc(SCC(=O)NCCc2ccccc2)n[nH]1 | -1 | -15 | 2 | 0 | 0 | -1 | -6 | -2 | 3
CCOC(=O)CSc1nc2sc(C(=O)O)c(C)c2c(=O)[nH]1 | 2 | 24 | -3 | 0 | 0 | -6 | -6 | -9 | -2
CC1Cc2ccccc2N1C(=O)C1CCN(S(=O)(=O)Cc2ccccc2)CC1 (centres undefined) | 19 | -3 | -1 | 2 | -2 | 0 | -3 | -14 | 14
CC(=O)OC1OCCOC1NC(=S)Nc1ccc(C)cc1 (centres undefined) | -18 | -2 | 0 | 18 | 2 | -2 | -6 | -3 | 8
COc1ccc(Br)cc1C(=O)Nc1nnn(C)n1 | -6[fluorescence artefact?] | -10 | 1 | 2 | 2 | 0 | 0 | -1 | 13
S=C(Nc1ccccc1)N1CCN(C(=S)c2ccccc2)CC1 | -4 | -10 | 3 | 10 | 0 | 1 | 0 | -6 | 1
CCc1c(C)[nH]c2nc3ccccc3n2c1=O | 13 | -11 | -3 | -2 | -1 | -2 | -4 | -11 | 1
CC1CCN(S(=O)(=O)c2ccc(NC(=O)CN3CCN(c4ccccc4)CC3)cc2)CC1 | 1[fluorescence artefact?] | -9 | -2 | 0 | 0 | 0 | -5 | -4 | 7
CC(NCc1ccccc1Cl)C(=O)Nc1ccc(C#N)cc1 (centres undefined) | -5 | -3 | -2 | -6 | -3 | 2 | -5 | -4 | 4
O=C(NC(c1ccc(Cl)cc1)c1c(O)ccc2ccccc12)c1ccccc1 (centres undefined) | 30 | -2 | 0 | -1 | -1 | -2 | 13 | 12 | 23
FC(F)(F)C(F)(F)c1nnc2ccc(-n3ccnc3)nn12 | -8 | -5 | -1 | 16 | 1 | 2 | 2 | 6 | 3
COc1ccc(C(=O)c2sc3nc(C)cc(-c4cccs4)c3c2N)cc1 | -24 | -12 | 5 | -8 | 5 | -11 | -5 | 9 | 5
CCc1nc(N2CCCCC2C)c2oc3ccccc3c2n1 (centres undefined) | 34[fluorescence artefact?] | 1 | -3 | 0 | 3 | -2 | -4 | 1 | -1
CCCC(=O)NC(Nc1ccc(S(=O)(=O)Nc2ncccn2)cc1)(C(=O)OCC)C(F)(F)F (centres undefined) | 1 | -8 | 0 | 2 | 1 | 0 | -4 | 0 | 8
CCOCCOCCC(C(=O)OCC)P(=O)(c1ccccc1)c1ccccc1 (centres undefined) | -8[fluorescence artefact?] | 2 | -2 | -5 | -5 | 4 | 1 | 2 | 8
Cc1ccc(C)c(NC(=O)c2cc(-c3ccccc3)nn2-c2ccccc2)c1 | 2 | -24 | 2 | 3 | 0 | 2 | -2 | 7 | 12
CCN1C(=O)C(CC(=O)Nc2ccc(OC)cc2)N(CCc2ccc(OC)cc2)C1=S (centres undefined) | 1 | 1 | 2 | 14 | 4 | -6 | 1 | -3 | -5
COc1ccc(NC(=O)c2sccc2C)cn1 | 1 | -18 | -1 | -13 | -4 | 0 | 0 | -2 | -1
O=C(CSc1nnc(NC2CCCCC2)s1)NN1C(=O)NC2(CCCCC2)C1=O | -9 | -3 | -1 | 0 | 0 | -2 | -1 | 10 | 17
COCCCNc1oc(-c2cccs2)nc1S(=O)(=O)c1ccc(C)cc1 | -8 | -18 | -2 | -4 | 3 | 0 | 3 | 3 | -2
c1ccc(Cn2nnc3c(NCC4CCCO4)ncnc32)cc1 (centres undefined) | 2 | -1 | -2 | -1 | -1 | -6 | -8 | -3 | -1
O=CNCC(=O)NCCc1ccc(Cl)cc1 | 6[fluorescence artefact?] | -6 | 0 | -3 | -2 | 0 | 4 | 1 | 13

Compound profiles, as listed above. Order of values: 14-3-3 Bad inh | KLK5 inh | Runt-CBFb FRET | Hck-Nef inh | Wee1 stabilizer | Runt-SMMHC FRET | thrombin 1536 | FXIa inh 1536 | FXIIa inh 1536
CCN1C(=O)C(CC(=O)Nc2ccc(OC)cc2)N(CCc2ccc(OC)cc2)C1=S (centres undefined) is listed with 1 | 1 | 2 | 14 | 4 | -6 | 1 | -3 | -5
c1ccc(Cn2nnc3c(NCC4CCCO4)ncnc32)cc1 (centres undefined) is listed with 2 | -1 | -2 | -1 | -1 | -6 | -8 | -3 | -1
Cc1ccc(C)c(NC(=O)c2cc(-c3ccccc3)nn2-c2ccccc2)c1 is listed with 2 | -24 | 2 | 3 | 0 | 2 | -2 | 7 | 12
CCCC(=O)NC(Nc1ccc(S(=O)(=O)Nc2ncccn2)cc1)(C(=O)OCC)C(F)(F)F (centres undefined) is listed with 1 | -8 | 0 | 2 | 1 | 0 | -4 | 0 | 8
COCCCNc1oc(-c2cccs2)nc1S(=O)(=O)c1ccc(C)cc1 is listed with -8 | -18 | -2 | -4 | 3 | 0 | 3 | 3 | -2

Screens deposited in PubChem by several laboratories.
